Source: PubChem
TDP1 cell noCPT: qHTS for Inhibitors of human tyrosyl-DNA phosphodiesterase 1 (TDP1): qHTS in cells in absence of CPT; DT40 Tdp1-/- hTDP1 cells, no CPT, ATP luminescence, 48 h; Potency, µM (doses to about 46.2 µM), for inactives: top-dose activity change, negative = growth inhibition, hits mostly inhibitors; 420,000 compounds, 15% hits; AID 686978, 2013; note: nearly all actives have a fitted effect of over 55% in size
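Stably hTDP1-transfected Tdp1-null chicken DT40 cells were treated with library compounds minus camptothecin and grown for at least 48 hr at 37 °C, after which cellular ATP was quantified by luminescence.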
KAT2A inh: inhibitors of human GCN5L2 histone acetyltransferase | Q92830 | GCN5L2 HAT assay, ThioGlo1 CoA-SH fluorescence | Potency, µM (doses to about 58.9 µM), inactives show at the top dose activity change, negative = inhibition, actives largely listed as inhibitors | 390,000 compounds, 0.21% hits | AID 504327
Target sequence (Q92830 whole entry, looked up): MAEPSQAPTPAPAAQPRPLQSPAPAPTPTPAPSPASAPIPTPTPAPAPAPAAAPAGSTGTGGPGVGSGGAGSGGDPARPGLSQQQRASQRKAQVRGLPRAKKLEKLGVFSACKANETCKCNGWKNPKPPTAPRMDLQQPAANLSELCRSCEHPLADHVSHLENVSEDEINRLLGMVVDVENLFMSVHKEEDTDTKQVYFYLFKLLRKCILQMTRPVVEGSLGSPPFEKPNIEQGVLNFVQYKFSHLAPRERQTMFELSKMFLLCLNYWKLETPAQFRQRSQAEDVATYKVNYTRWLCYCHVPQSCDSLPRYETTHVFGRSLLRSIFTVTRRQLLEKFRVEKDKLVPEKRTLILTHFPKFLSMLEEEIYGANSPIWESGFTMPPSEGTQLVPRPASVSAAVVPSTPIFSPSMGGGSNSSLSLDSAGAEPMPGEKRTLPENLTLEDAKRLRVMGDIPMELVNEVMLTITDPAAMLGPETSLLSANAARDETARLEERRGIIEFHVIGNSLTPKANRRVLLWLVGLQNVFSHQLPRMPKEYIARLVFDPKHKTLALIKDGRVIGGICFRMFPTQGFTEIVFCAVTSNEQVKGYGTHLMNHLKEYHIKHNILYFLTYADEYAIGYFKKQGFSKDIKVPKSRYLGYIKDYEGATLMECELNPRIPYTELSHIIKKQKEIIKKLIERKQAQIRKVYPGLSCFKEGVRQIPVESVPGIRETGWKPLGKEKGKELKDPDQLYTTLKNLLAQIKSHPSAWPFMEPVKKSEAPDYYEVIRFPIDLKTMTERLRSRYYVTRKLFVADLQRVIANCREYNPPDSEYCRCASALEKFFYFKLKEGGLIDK
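Preincubate 20nM GCN5L2 with compound 15 min, RT → add 50uM ThioGlo1 + 75uM H3(1-25) + 70uM acetyl-CoA → read fluorescence 0 and 20 min. Primary qHTS; fluorescent artifacts likely.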
TDP1 cell CPT: growth inhibition of DT40 Tdp1-/-;hTDP1 cells with camptothecin (screen for TDP1 inhibitors); Potency, µM (top dose mostly 46.2 µM), without a hit: at the top dose activity change, negative = growth inhibition, hits mostly inhibitors; AID 686979; chicken DT40 Tdp1-/-;hTDP1 cells + 20 nM CPT, ATP luminescence, 48 h; 420,000 compounds, 12% hits; note: nearly all actives have a fitted effect of over 55% in size
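Chicken DT40 Tdp1-/- cells stably complemented with human TDP1 were seeded at 400 cells/well in medium containing 20 nM camptothecin, exposed to pin-transferred compounds, and grown at 37 °C for at least 48 hr. Viability was read as ATP luminescence.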
* = called active by the depositor; ? = inconclusive; · = no result given; [ ] = dose if it differs, or a comment. Calls come from the whole dose curve; as a rule, active = well fitted curve in the direction sought with a large enough effect; inconclusive = small, poorly fitted or top-dose-only effect, or another doubt; inactive = no such curve, though single readings can be large; an effect the other way counts as inactive or inconclusive. % is set by controls: 0 for no effect and ±100 for the full control effect; potency is the fitted concentration of half-maximal effect.

Each structure is followed by: TDP1 cell noCPT	KAT2A inh	TDP1 cell CPT
O=C(COC(=O)Cn1cc(C(F)(F)F)ccc1=O)NCc1ccccc1
→ ?	1%	?
CCOc1ccccc1N1CCN(C(=S)NCc2ccccc2)CC1
→ ?	-12%	3%
CN1OC[C@@H]2CN(Cc3cc(Cl)cc(Cl)c3)[C@H](c3cccc(-c4ccc(C#N)cc4)c3)C[C@@H]21
→ ?	·	21µM*
CNS(=O)(=O)c1ccc2ccccc2c1
→ 5%	-19%	-5%
CCOc1ccc(-c2cncc3nccn23)cc1
→ -26%	·	-22%
CSc1cccc(N2CC(C(=O)N3CCN(S(=O)(=O)c4ccccc4Cl)CC3)CC2=O)c1 (stereo unspecified)
→ 23µM*	-4%	?
Cn1c(SCC(=O)NCC2CCCO2)nnc1-c1ccc(Cl)cc1 (stereo unspecified)
→ 0%	2%	0%
O=C(CN1CCOc2ccccc21)N1CCC(Cc2ccccc2)CC1
→ 12µM*	·	13µM*
COc1ccc(C)cc1S(=O)(=O)N1CCN(C(=O)c2ncoc2-c2ccc(C)cc2)CC1
→ -16%	-2%	-25%
CCCCCc1c(C)nc(Nc2ccccc2)[nH]c1=O
→ 18µM*	2%	21µM*
O=C1C2C3C=CC(C3)C2C(=O)N1CCN1CCN(S(=O)(=O)/C=C/c2ccccc2)CC1 (stereo unspecified)
→ -29%	-5%	12%
CSc1nccc(Oc2cccc(C#N)c2)n1
→ ?	-2%	-10%
CCOc1ccccc1CNC(=O)C1CCN(Cc2cc3ccccc3n2Cc2ccccc2)CC1
→ 16µM*	-6%	?
Cc1ccc2nc(SCC(=O)c3ccc4c(c3)OCO4)[nH]c2c1
→ -20%	-1%	4%
Cc1noc(C)c1CSCC(=O)N(CC(C)C)c1c(N)n(Cc2ccccc2)c(=O)[nH]c1=O
→ -4%	-3%	7%
O=C(Nc1ccncc1)C1CCN(S(=O)(=O)c2cccs2)CC1
→ ?	-4%	-3%
O=C(CCc1nnc(-c2ccsc2)o1)N1CCCCC1CCn1ccnc1 (stereo unspecified)
→ 11%	4%	4%
CCc1ccc(-n2c(=O)c3sc4ccccc4c3n(CC(=O)N(CC)Cc3ccccc3)c2=O)cc1
→ 18µM*	-2%	18µM*
O=C(O)CC1Sc2nc3ccccc3n2C1=O (stereo unspecified)
→ -1%	2%	-2%
O=C(NC1CCCCC1)c1ccc([N+](=O)[O-])cc1
→ -23%	·	-16%
Cc1cccc(C)c1N1C(=O)C(Cl)=C(N2CCCC2)C1=O
→ -4%	-1%	3%
COc1ccc(-c2ccc3c(c2)S(=O)(=O)c2cccc(C(=O)N4CCN(c5ccccn5)CC4)c2C3=O)cc1OC
→ 15µM*	·	18µM*
CCC(C)N(C(=O)CSc1nc(-c2ccccc2)cs1)C1CCS(=O)(=O)C1 (stereo unspecified)
→ ?	0%	?
CCOC(=O)N1CCC(Nc2c(NCCCN(C)Cc3ccccc3)c(=O)c2=O)CC1
→ -14%	-6%	11%
CSc1ccccc1OCc1cc(C(=O)N2CCN(C)C(c3ccccc3)C2)no1 (stereo unspecified)
→ -71%	·	21µM*
CCCn1nnc(NC(=O)c2ccc3c(c2)OCO3)n1
→ -8%	-1%	9%
CC(c1nccs1)N(C)C(=O)c1ccc(OC2CCN(CCc3ccccc3)CC2)cc1 (stereo unspecified)
→ ?	-2%	-17%
CC1(C(=O)NS(=O)(=O)c2ccccc2)CCN1C(=O)CCc1ccccc1 (stereo unspecified)
→ -11%	·	-42%
CC(C)(C)c1cc(NCCCn2ccnc2)n2ncc(-c3ccccc3)c2n1
→ ?	-6%	15%
Cc1ccccc1NC(=O)c1ccc(Cn2cc([N+](=O)[O-])cn2)o1
→ 1%	-1%	0%
COCCNC(=O)[C@H](C)[C@H]1C[C@]1(C)[C@H](NC(=O)OCc1ccccc1)c1ccccc1
→ ?	-4%	?
O=C1N/C(=C/c2cccs2)C(=O)N1Cc1ccc(F)cc1
→ -12%	-4%	-9%
COc1cccc(CN(C(=O)COc2ccc(Cl)c(C)c2)C2CCS(=O)(=O)C2)c1 (stereo unspecified)
→ ?	-4%	?
Cc1ccc(NC(=O)C2CC(=O)NC(N3CCc4ccccc43)=N2)cc1 (stereo unspecified)
→ ?	8%	?
CCOc1ccc(NC(=O)[C@@H](NC(=O)c2ccccc2)[C@@H](C)CC)cc1
→ ?	-10%	-18%
Nc1nc2n(n1)C(=O)CC(c1ccc(Cl)cc1)N2 (stereo unspecified)
→ 24%	0%	-13%
O=C1NC(=S)NC(=O)C1Nc1ccc(Cl)cc1
→ 7.3µM*	·	?
Cc1cc(C(F)(F)F)n(-c2nc(C(=O)O)cs2)n1
→ 3%	2%	6%
COc1ccc(N(CC(=O)NCCSCc2ccco2)S(=O)(=O)c2ccccc2)cc1OC
→ ?	-27%	?
Cc1ccc(CNC(=O)C(=O)NCC(c2ccco2)S(=O)(=O)c2ccccc2)cc1 (stereo unspecified)
→ -4%	-1%	-5%

Looked up by compound from the entries so far:
Each structure is followed by: TDP1 cell noCPT	KAT2A inh	TDP1 cell CPT
COc1cccc(CN(C(=O)COc2ccc(Cl)c(C)c2)C2CCS(=O)(=O)C2)c1 (stereo unspecified)
→ ?	-4%	?
CC(C)(C)c1cc(NCCCn2ccnc2)n2ncc(-c3ccccc3)c2n1
→ ?	-6%	15%
CCOC(=O)N1CCC(Nc2c(NCCCN(C)Cc3ccccc3)c(=O)c2=O)CC1
→ -14%	-6%	11%
O=C1NC(=S)NC(=O)C1Nc1ccc(Cl)cc1
→ 7.3µM*	·	?
COc1ccc(-c2ccc3c(c2)S(=O)(=O)c2cccc(C(=O)N4CCN(c5ccccn5)CC4)c2C3=O)cc1OC
→ 15µM*	·	18µM*
Cc1cc(C(F)(F)F)n(-c2nc(C(=O)O)cs2)n1
→ 3%	2%	6%

Additional entries:
Each structure is followed by: TDP1 cell noCPT	KAT2A inh	TDP1 cell CPT
Cc1nnc(NC(=O)CSc2nccn2-c2cccc(C)c2C)s1
→ 3.3µM*	-1%	4.6µM*
Cc1ccc(CCNc2nc3c(S(=O)(=O)c4ccc(C)cc4)nnn3c3ccsc23)cc1
→ -26%	-10%	-16%
Cc1c(NC(=O)CSc2ccccn2)c(=O)n(-c2ccccc2)n1C
→ -18%	1%	-2%
CNc1nc(NCCCN2CCCC2=O)c2sccc2n1
→ -2%	·	2%
Cc1cccc2sc(NC(=O)CN3C(=O)c4ccccc4C3=O)nc12
→ ?	?	-14%
COc1ccc(CCNC(=O)C2CCC(CNS(=O)(=O)c3ccc(F)cc3)CC2)cc1OC (stereo unspecified)
→ -2%	-6%	1%
O=c1c2ccccc2nc(SCc2cc([N+](=O)[O-])cc3c2OCOC3)n1-c1ccccc1
→ -25%	-1%	-19%
CCn1c(=O)c(C(=O)NCc2ccc(Cl)cc2)c(O)c2ccccc21
→ ?	-8%	21µM*
COc1ccc(-c2nc3ccc(Cl)cn3c2Cc2ccsc2)cc1OC
→ ?	·	?
Cc1ccccc1OCC(=O)NNC(=O)Cn1[nH]c(=O)c2ccccc2c1=O
→ ?	-2%	8.2µM*
O=C1c2cnccc2CN1Cc1ccccc1
→ -14%	-2%	7%
CS(=O)(=O)N1CCC2(CC1)CN(Cc1ccccc1)C2
→ 4%	-9%	-4%
Cc1ccc(-c2nc3scc(CCNS(=O)(=O)c4c(C)noc4C)n3n2)cc1
→ ?	0%	?
CCN(CC)CC(=O)Nc1ccc(-c2ccc(NC(=O)CN(CC)CC)c(OC)c2)cc1OC
→ 9.2µM*	3%	13µM*
CN(C)/C=N/C(=S)Nc1cc(Cl)cc(Cl)c1
→ -19%	7%	8%
CNC(=O)Cn1cc(S(=O)(=O)Cc2ccccc2F)c2ccccc21
→ ?	-5%	-5%
COc1ccc(CN2C(=O)CSCC2(C)C(=O)NCc2ccccc2)cc1 (stereo unspecified)
→ -28%	·	?
CCC(Oc1ccccc1)C(=O)Nc1ccc(S(=O)(=O)NCC2CCCO2)cc1 (stereo unspecified)
→ ?	-2%	?
CCOC(=O)CN(C)C(=O)C1CCCN1C(=O)OC(C)(C)C (stereo unspecified)
→ -3%	·	-3%
O=C(COC(=O)c1ccc([N+](=O)[O-])s1)NC(=O)NCc1ccccc1
→ -26%	18%	-29%

An excerpt from above in order of SMILES length, ascending.
Each structure is followed by: TDP1 cell noCPT	KAT2A inh	TDP1 cell CPT
CCOC(=O)CN(C)C(=O)C1CCCN1C(=O)OC(C)(C)C (stereo unspecified)
→ -3%	·	-3%
COc1ccc(-c2nc3ccc(Cl)cn3c2Cc2ccsc2)cc1OC
→ ?	·	?
CCN(CC)CC(=O)Nc1ccc(-c2ccc(NC(=O)CN(CC)CC)c(OC)c2)cc1OC
→ 9.2µM*	3%	13µM*

Next section
Each structure is followed by: TDP1 cell noCPT	KAT2A inh	TDP1 cell CPT
Cc1cc(C)cc(NC(=O)c2cc(S(=O)(=O)N3CCOCC3)cn2C)c1
→ -12%	-10%	8%
CCOC(=O)C1=C(O)/C(=C/c2ccc(OCC(=O)Nc3ccc(C)cc3)cc2)N=C1C
→ -5%	-4%	-7%
Oc1ccc(/C=N/Nc2ccnc3cc(Cl)ccc23)cc1O
→ 13µM*	-21%	13µM*
CC(OC(=O)CSc1ccc([N+](=O)[O-])cc1)C(=O)NC1CC1 (stereo unspecified)
→ -10%	-5%	-10%
CCN(CC)C(=O)CN1C(=O)C2(NC(=O)c3ccccc3N2)c2ccccc21 (stereo unspecified)
→ -8%	-14%	-3%
O=C(NCc1ccncc1)C(=O)NC1CC1
→ -5%	-3%	7%
COc1ccc(CNS(=O)(=O)c2ccc3c(c2)N(C)CCO3)cc1
→ ?	-7%	-28%
NC(=O)C1(N2CCCCC2)CCN(C(=O)c2ccc(C#Cc3ccccc3)o2)CC1
→ -30%	-20%	?
N#CCSc1nc(-c2ccccc2)c2cc(Cl)ccc2n1
→ 0%	-4%	-1%
O=C(OCC(=O)N1CCCC1=O)c1cc(Cl)ccc1O
→ -4%	2%	13%
Cc1cc2[nH]c(=O)cc(-c3ccccc3)n2n1
→ ?	-4%	-13%
Cc1ccc(NC(=O)CSc2nnc(Cn3cnc4ccccc43)o2)c(C)c1
→ -2%	37%[activator]	-2%
CCN(CC)c1ncnc2c1ncn2[C@@H]1O[C@@H](COP(=O)(O)OP(=O)(O)C(Br)(Br)P(=O)(O)O)[C@H](O)[C@H]1O
→ -6%	-19%	-23%
COc1ccc(NC(=O)CCc2nnc3ccc(N4CCN(c5cccc(OC)c5)CC4)nn23)cc1
→ 15µM*	-14%	?
CCn1c(=O)cc(OCC(=O)NCCCN2CCC(C)CC2)c2ccccc21
→ -7%	-8%	-6%
Cc1ccc(NC(=O)C2CCCO2)c(Br)c1 (stereo unspecified)
→ -10%	·	-5%
COc1ccccc1-c1nc(NCCc2cnc[nH]2)c2ccccc2n1
→ ?	-1%	?
Cc1ccccc1C(=O)NCC(=O)OCCOc1ccc(C(C)C)c(C)c1
→ -4%	-6%	-18%
CCOc1ccc2oc(-c3ccccc3)c(C(=O)N3CCN(C)CC3)c2c1
→ ?	-23%	23µM*
Cc1csc(NC(=O)c2ccc(Cl)nc2)n1
→ 6%	-11%	-15%
CCN1C[C@@H]2[C@@H]3C(=O)N(Cc4ccccc4)C(=O)[C@@H]3[C@](CC)(C1=O)N2C(=O)c1ccc(Br)cc1
→ -19%	·	?
CC(=O)NCc1ccc(-c2csc(NC(=O)CCc3nc4ccccc4c(=O)[nH]3)n2)s1
→ ?	-3%	?
C=CCC1c2cccc(C(=O)O)c2C(=O)N1c1ccc(F)cc1 (stereo unspecified)
→ 1%	·	-8%
COc1ccc(C(=O)CCC(=O)O)cc1
→ -11%	-2%	-23%
CC(=Nc1ccccc1)C1=C(O)C(Cc2cccc(F)c2)NC1=O (stereo unspecified)
→ 0.1µM*	·	0.0058µM*
Cc1ccc(-c2cnc(C(O)c3ccc(C)cc3)[nH]2)cc1 (stereo unspecified)
→ -30%	·	-11%
Fc1ccccc1N1CCN(C2CCCN(Cc3ccccc3C(F)(F)F)C2)CC1 (stereo unspecified)
→ ?	0%	?
COc1ccc(C(=O)c2c[nH]c(C(=O)NCc3ccco3)c2)cc1
→ ?	-7%	-14%
COc1ccc2[nH]cc(CCNC(=O)c3ccccc3Cl)c2c1
→ -12%	1%	-3%
COc1ccc(-c2[nH]ncc2-c2cscn2)c(O)c1
→ -6%	24%	-15%
CC(C)(C)N1CC(C(=O)Nc2ccc(C(N)=O)cc2)CC1=O (stereo unspecified)
→ 3%	·	-2%
C=CCNC(=O)CSc1nc2cc(C(=O)OCC)ccc2n1CC
→ -7%	-3%	-17%
Cc1ccc(NC(=O)CCS(=O)(=O)c2ccccc2)cc1S(=O)(=O)N1CCCCCC1
→ ?	-1%	?
COc1ccc(NC(=O)c2c(Nc3ccccc3)sc(C(=O)c3ccc(F)cc3)c2N)cc1
→ 2.1µM*	4%	2.3µM*
Cc1ccc(NC(=S)N(Cc2ccccc2)Cc2cccs2)c(C)c1
→ -13%	-7%	-12%
